NSD2 inh: inhibitors of human histone methyltransferase NSD2; O96028; NSD2 peptide methylation, AlphaScreen, 120 min; inhibition, % at 12.5 µM; hit rate 0.54% among 310,000; in the data active = inhibition above about 50%
Keap1 Nrf2 FP: disrupts human Keap1 binding to Nrf2 peptide; Keap1 Kelch-Nrf2 peptide fluorescence polarization, 1536-well; AID 504523; Q14145; inhibition, % at 9.4 µM; hit rate 0.15% among 340,000; in the data active = inhibition above about 12%;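 also: human Keap1 Kelch domain with fluorescein labeled Nrf2 9mer peptide probe; 0% = neutral control wells and 100% = peptide positive control; higher means more block of Keap1 binding to Nrf2 peptide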
V-ATPase pHluor: yeast V-ATPase proton transport regulation by pHLuorin. S. cerevisiae, pHLuorin cytosolic pH fluorescence. response, % at 10 µM. hit rate 0.37% among 350,000; in the data active = response mostly above about 7.3%, no sharp cut-off; inactive = mostly below about 5.4%; also: actives read high; inactives centre near 0; some compounds called inactive have numbers as strong as hits; reference of the scale not given here
Arr AP2 block: human beta-arrestin and AP2 interaction inhibition; FITC-arrestin peptide / GST-AP2 beads, flow cytometry; AP2 beta2 appendage carries R879A mutation; hit rate 0.31% among 340,000; inhibition, % at 10 µM; AID 504490;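 active = inhibition above a set limit, near 3 SD of compounds lacking own fluorescence, cut at about 54% in these data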;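 also: plate controls were DMSO wells for no effect and 5 µM unlabelled arrestin peptide for full effect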
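Assay system: GST-AP2 R879A bound to glutathione beads, E. coli-expressed; Medium: PBS with 0.05% Tween 20 and 0.1% BSA; Also added: fluorescein-tagged arrestin peptide at 50 nM final; Timing: 12 min plus 1 h, RT; Measured by: flow cytometry, FL1 (488/535 nm); Evaluation: percent drop in bead-associated FITC signal.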
DAGLB inhibitor: blocks human DAGLB lipase activity; AID 504411; Q8NCG7; hit rate 0.059% among 340,000; inhibition, % at 5.17 µM; HEK293T DAGLB membrane lysate, EnzChek fluorogenic substrate; in the data active = inhibition above about 34%;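 also: 0% = enzyme with vehicle and 100% = wells lacking enzyme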
Target sequence (Q8NCG7 whole entry, looked up): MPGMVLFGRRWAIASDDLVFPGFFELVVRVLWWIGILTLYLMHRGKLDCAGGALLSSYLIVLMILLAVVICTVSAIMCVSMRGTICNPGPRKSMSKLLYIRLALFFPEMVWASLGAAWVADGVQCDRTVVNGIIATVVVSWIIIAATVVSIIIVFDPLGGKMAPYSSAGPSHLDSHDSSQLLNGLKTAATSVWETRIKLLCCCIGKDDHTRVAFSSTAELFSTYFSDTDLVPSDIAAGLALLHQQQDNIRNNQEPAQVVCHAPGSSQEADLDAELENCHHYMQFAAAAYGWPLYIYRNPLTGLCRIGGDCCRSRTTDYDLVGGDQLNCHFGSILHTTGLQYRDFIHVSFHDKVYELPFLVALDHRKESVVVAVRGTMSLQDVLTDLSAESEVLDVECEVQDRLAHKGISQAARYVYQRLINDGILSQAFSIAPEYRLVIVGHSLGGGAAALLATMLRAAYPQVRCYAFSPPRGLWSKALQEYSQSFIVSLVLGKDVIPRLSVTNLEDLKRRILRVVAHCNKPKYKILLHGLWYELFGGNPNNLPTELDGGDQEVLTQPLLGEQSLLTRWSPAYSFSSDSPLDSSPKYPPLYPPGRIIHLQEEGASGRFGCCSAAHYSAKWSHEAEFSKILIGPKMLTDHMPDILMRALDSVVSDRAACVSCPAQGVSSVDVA
CAL PDZ FP-1: blocks peptide binding to human CAL PDZ domain. purified CAL PDZ, TMR-peptide fluorescence polarization, 1 h. hit rate 0.02% among 330,000. AID 504414. inhibition, % at 20 µM. Q9HD26;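 active = highest replicate inhibition of at least 40%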;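 also: plate controls were DMSO neutral control wells for no effect and unlabeled competitor peptide control wells for full effect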
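Assay system – tagged CAL PDZ protein CerCALP, purified · Timing – 1 h at RT · Compound – single point, 20 µM · Measured by – fluorescence polarization from S- and P-plane intensities, G-factor corrected · Evaluation – inhibition from polarization loss · Probe or stimulus – TMR reporter peptide T*-PRC34 · Buffer or medium – pH 7.4 phosphate-saline buffer, reducing agent, detergent, IgG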
RTF Ca sens inh: cardiac RTF calcium desensitization | inhibition, % at 7.15 µM | hit rate 0.12% among 340,000 | P19429+P45379 | AID 493244 | IANBD-labeled cardiac RTF, Ca2+ fluorescence;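 active = inhibition above the mean inhibition of all tested compounds plus 3 SD, cut at about 17% in these data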;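 also: assay run at fixed EC70 calcium of 1.6 mM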
CAL PDZ FP-2: inhibitors of human CAL PDZ peptide binding. purified CAL PDZ, TMR-peptide fluorescence polarization, 1 h. inhibition, % at 24.9 µM. hit rate 0.92% among 300,000. AID 602252;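 active = mean inhibition of at least 30% with at least half of replicates also reaching 30%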;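 also: 0% = DMSO neutral control and 100% = excess unlabeled competitor peptide PRC23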
LANA DNA inh: inhibitors of KSHV LANA C-terminal domain DNA binding. MBP-C-LANA/FAM-LBS DNA binding, fluorescence polarization. inhibition, % at 9 µM. hit rate 0.078% among 340,000;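 active = highest replicate inhibition at or above 60% at 9 µM, even if other replicates fall short; inactive = all replicates below 60% inhibition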;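 also: 0% = neutral control wells and 100% = 4 µM acridine orange control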
Pemphigus Ab inh: human desmoglein-3 autoantibody binding inhibition. binding (percent of control), % at 10 µM. AID 588358. DSG3-coupled beads, scFv-anti-DSG3-GFP binding, flow cytometry; stronger effect = lower value. hit rate 0.48% among 310,000;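 active = binding more than 3 SD below its plate's average and above zero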;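 also: hits lower antibody fragment binding to DSG3; some compounds called inactive have numbers as strong as hits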
* = called active by the depositor; . = no result given. These rows are one share of the data, so the mix of outcomes need not match the whole.

no.	SMILES	NSD2 inh	Keap1 Nrf2 FP	V-ATPase pHluor	Arr AP2 block	DAGLB inhibitor
1	CC(C)NC(=O)Nc1ccc2c(c1)C(=O)N([C@H](C)CO)C[C@H](C)[C@@H](CN(C)S(=O)(=O)c1cn(C)cn1)O2	.	-6.6	-2.5	7.6	-3.0
2	O=C(O)CSc1cc(C(=O)c2ccccc2O)cn2c(=O)c3c4c(sc3nc12)CCCC4	-0.7	-0.2	-3.1	-1.5	7.5
3	O=C(O)Cn1c(SC2CCCCC2)nc2ccccc21	-0.7	0.8	1.4	-7.8	-0.4
4	CCOC(=O)N1CCN(C(=O)CCn2nc(-c3ccccc3)ccc2=O)CC1	3.2	-5.7	2.4	7.3	-1.2
5	O=C(O)CN1C(=O)/C(=C\c2cc(Br)ccc2OCc2ccccc2F)SC1=S	8.0	3.3	-0.5	3.8	15.8
6	CCc1ccccc1NC(=O)c1cc2sccc2n1C	.	0.3	-2.1	19.8	-4.0
7	CN(C)CCN1C(=O)C(O)=C(C(=O)c2cc3ccccc3o2)C1c1cccc(Br)c1 (configuration not stated)	-1.0	4.7	3.6	-4.4	0.1
8	Clc1ccc(NCc2cccnc2)c(Cl)c1	0.0	-3.3	0.5	30.6	-2.6
9	O=C(Cn1cnc([N+](=O)[O-])n1)N/N=C/c1ccc2ccccc2c1	0.9	-7.3	0.0	4.3	1.5
10	Cc1ccc(S(=O)(=O)N2CCCC2)cc1C(=O)NCCOc1ccccc1	-1.5	-3.2	2.3	3.1	-3.3
11	O=C(NCCc1ccccn1)C1CCN(S(=O)(=O)c2ccc3ccccc3c2)CC1	-2.4	0.1	1.6	47.2	-0.2
12	CCOc1ccc(NC(=O)CNC(=O)Cc2ccccc2)cc1	6.1	-1.6	-4.1	5.2	-2.4
13	O=C(NCCCN1CCOCC1)C1(c2ccccc2)CCOCC1	-1.2	-2.1	3.8	7.4	-2.0
14	CN(C)S(=O)(=O)c1cccc(NC(=O)COC(=O)CCOc2ccccc2)c1	-0.1	1.5	-0.5	-12.5	-2.8
15	CCOC(=O)c1ccc(CNC(=O)C2CCC(=O)N(CCc3ccccc3)C2)o1 (configuration not stated)	9.6	-1.5	2.0	14.0	1.5

no.	CAL PDZ FP-1	RTF Ca sens inh	CAL PDZ FP-2	LANA DNA inh	Pemphigus Ab inh
1	0.1	-9.0	0.6	1.6	105.8
2	-14.6	21.9*	-6.4	2.0	89.8
3	-0.9	4.0	-0.9	0.8	98.0
4	-0.1	-4.6	-0.9	1.6	96.4
5	-3.0	4.7	-7.8	15.6	102.7
6	-0.7	3.3	.	1.8	100.1
7	-1.6	-5.1	-1.9	-1.3	98.7
8	.	1.2	9.3	-0.2	103.1
9	-3.5	-4.9	-4.5	2.1	89.5
10	0.0	-2.4	1.1	-0.2	101.4
11	-1.0	2.2	3.3	-0.2	97.8
12	-0.8	-48.8	-3.4	-1.5	93.4
13	-0.6	-5.9	0.0	0.4	103.4
14	0.0	9.3	4.0	-1.2	102.2
15	-0.2	-3.2	-4.8	0.0	.

Screen by screen, as entered above:
Entries 2 to 8 in CAL PDZ FP-2, in turn: -6.4, -0.9, -0.9, -7.8, ., -1.9, 9.3

The listing continues.
no.	SMILES	NSD2 inh	Keap1 Nrf2 FP	V-ATPase pHluor	Arr AP2 block	DAGLB inhibitor
16	O=C(CSc1ccccn1)Nc1nc2ccccc2s1	27.5	-4.8	4.4	-1.1	-5.2
17	CC(C)c1ccc(CCNC(=O)CCNS(=O)(=O)c2ccc(Br)cc2)cc1	0.6	-2.4	3.8	8.5	-4.5
18	CCCCOCCCNC(=O)c1ccc2c(c1)OCO2	.	1.3	-0.1	-11.4	-0.3
19	CCOC(=O)c1c(NC(=O)CSc2nnc(C)s2)sc2c1CCN(C)C2	1.6	-12.9	-3.0	-2.2	-2.1
20	CCC(C)[C@H](NC(=O)NCCC1=CCCCC1)C(=O)OC (some centres not stated)	-2.0	-2.6	-1.5	5.1	1.6
21	CCCCN(CC)Cc1c(C)[nH]c2ccccc2c1=O	0.5	-3.4	-1.9	7.9	-0.4
22	C=CCN(C(=O)c1csnn1)C(C(=O)NC1CCCC1)c1ccc(OC)cc1 (configuration not stated)	-0.7	1.6	2.2	26.4	0.3
23	CCOc1ccc(NS(=O)(=O)c2ccc(-c3coc(C)n3)cc2)cc1	-6.6	-6.2	4.4	-11.6	0.9
24	CC1CCN(c2ccc([N+](=O)[O-])cn2)CC1	0.5	-3.2	5.1	4.4	0.0

no.	CAL PDZ FP-1	RTF Ca sens inh	CAL PDZ FP-2	LANA DNA inh	Pemphigus Ab inh
16	-2.2	-26.8	-7.1	-0.9	76.4
17	-3.4	-12.1	0.4	-0.6	.
18	-2.3	-7.1	-3.5	3.1	122.2
19	0.2	-13.0	.	-5.8	.
20	0.1	3.1	.	-1.4	109.4
21	.	-1.4	-2.5	1.1	93.2
22	-4.4	0.9	5.8	-0.8	.
23	-1.4	-16.5	-1.1	-0.4	104.7
24	-1.4	-2.8	0.7	-0.6	87.9

Copied from above: entries 14–24
no.	SMILES	NSD2 inh	Keap1 Nrf2 FP	V-ATPase pHluor	Arr AP2 block	DAGLB inhibitor
14	CN(C)S(=O)(=O)c1cccc(NC(=O)COC(=O)CCOc2ccccc2)c1	-0.1	1.5	-0.5	-12.5	-2.8
15	CCOC(=O)c1ccc(CNC(=O)C2CCC(=O)N(CCc3ccccc3)C2)o1 (configuration not stated)	9.6	-1.5	2.0	14.0	1.5
16	O=C(CSc1ccccn1)Nc1nc2ccccc2s1	27.5	-4.8	4.4	-1.1	-5.2
17	CC(C)c1ccc(CCNC(=O)CCNS(=O)(=O)c2ccc(Br)cc2)cc1	0.6	-2.4	3.8	8.5	-4.5
18	CCCCOCCCNC(=O)c1ccc2c(c1)OCO2	.	1.3	-0.1	-11.4	-0.3
19	CCOC(=O)c1c(NC(=O)CSc2nnc(C)s2)sc2c1CCN(C)C2	1.6	-12.9	-3.0	-2.2	-2.1
20	CCC(C)[C@H](NC(=O)NCCC1=CCCCC1)C(=O)OC (some centres not stated)	-2.0	-2.6	-1.5	5.1	1.6
21	CCCCN(CC)Cc1c(C)[nH]c2ccccc2c1=O	0.5	-3.4	-1.9	7.9	-0.4
22	C=CCN(C(=O)c1csnn1)C(C(=O)NC1CCCC1)c1ccc(OC)cc1 (configuration not stated)	-0.7	1.6	2.2	26.4	0.3
23	CCOc1ccc(NS(=O)(=O)c2ccc(-c3coc(C)n3)cc2)cc1	-6.6	-6.2	4.4	-11.6	0.9
24	CC1CCN(c2ccc([N+](=O)[O-])cn2)CC1	0.5	-3.2	5.1	4.4	0.0

no.	CAL PDZ FP-1	RTF Ca sens inh	CAL PDZ FP-2	LANA DNA inh	Pemphigus Ab inh
14	0.0	9.3	4.0	-1.2	102.2
15	-0.2	-3.2	-4.8	0.0	.
16	-2.2	-26.8	-7.1	-0.9	76.4
17	-3.4	-12.1	0.4	-0.6	.
18	-2.3	-7.1	-3.5	3.1	122.2
19	0.2	-13.0	.	-5.8	.
20	0.1	3.1	.	-1.4	109.4
21	.	-1.4	-2.5	1.1	93.2
22	-4.4	0.9	5.8	-0.8	.
23	-1.4	-16.5	-1.1	-0.4	104.7
24	-1.4	-2.8	0.7	-0.6	87.9

Screens: PubChem BioAssay, several laboratories
